ARNT-TACC3 inh: disrupts binding between human ARNT and TACC3; Q9Y6A5; AlphaScreen His-ARNT PAS-B/GST-TACC3 binding, luminescence; TACC3 fragment carries E629A point mutation; inhibition, % at 9.99 µM; 390,000 tested, 0.66% active; AID 623870;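 active = mean inhibition of replicates at least 50% and at least half of replicates each reaching 50%; inconclusive = half or more replicates reach 50% but mean below 50%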;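 also: 0% = complete ARNT plus TACC3 wells and 100% = ARNT alone without TACC3; many hits fall short of the cut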
E-selectin induc: E-selectin induction on HUVECs | activation, % at 7.58 µM | 260,000 tested, 0.37% active | AID 686992 | HUVEC E-selectin immunofluorescence imaging; normalized: neutral wells 0, TNF-alpha wells 100 | P16581;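 active = mean E-selectin-positive cell signal at least 10% of the positive control, reached in at least 60% of replicates, without over 20% cell loss; inconclusive = no rule given, readout overlaps actives, possibly toxicity-flagged; inactive = the rest, including those meeting only one limit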;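 also: in these data hits start at about 27%; measured in HUVEC primary endothelial cells; signal is the percent of cells scored E-selectin positive by PE staining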
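Material: HUVEC primary endothelial cells; Amount: 3,000 cells per well; Dosing: single concentration; Medium: EGM-2 growth medium on 0.1% gelatin-coated wells; Read-out basis: percent E-selectin-positive cells; Signal: immunofluorescence imaging; Control set: TNF-alpha, DMSO.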
PglD DTNB: blocks C. jejuni PglD acetyltransferase activity | purified PglD enzyme, DTNB colorimetric CoA detection | inhibition, % at 12.5 µM | 360,000 tested, 0.098% active | AID 602405; in the data active = inhibition above about 16%, passing the limit was not always enough; inconclusive = no clear call, values can overlap the other calls; also: strong numbers were not always called active
ERp5 block: inhibitors of human ERp5; Q15084; ERp5 insulin aggregation, absorbance 650 nm, 90 min; inhibition, % at 9.99 µM; 350,000 tested, 0.05% active; AID 651711;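 active = mean replicate inhibition above about 25%, with every replicate also reaching it, limit read from the data, passing the limit was not always enough; inconclusive = only one of those two criteria met; inactive = neither criterion met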
Casp6 inh: blocks human caspase-6 cleavage activity | inhibition, % at 12.5 µM | purified caspase-6, Z-VEID-R110 cleavage fluorescence | 350,000 tested, 0.53% active | P55212;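 active = mean inhibition across replicates at least about 35%, with every replicate also reaching that limit, limit read from the data; inconclusive = only one of the two criteria met; inactive = neither criterion met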;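 also: 0% = median of neutral control wells and 100% = no fluorescence left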
Target sequence (P55212 24-179 limits assumed): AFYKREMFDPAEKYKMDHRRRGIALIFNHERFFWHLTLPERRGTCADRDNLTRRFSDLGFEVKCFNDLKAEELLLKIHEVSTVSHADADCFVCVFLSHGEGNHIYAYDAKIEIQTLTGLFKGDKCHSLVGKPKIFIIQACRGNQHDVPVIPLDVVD
Target sequence (P55212 194-293 limits assumed): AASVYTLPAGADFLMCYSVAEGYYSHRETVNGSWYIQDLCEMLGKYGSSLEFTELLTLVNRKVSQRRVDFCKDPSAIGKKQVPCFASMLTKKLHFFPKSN
esBAF inh: blocks esBAF chromatin remodeling in mouse ES cells. AID 602393. reporter increase, % at 12.5 µM. 350,000 tested, 2% active. Bmi1-luciferase knock-in reporter, 24 h; 100% = twice the neutral-well signal; in the data active = activation above about 40%; inconclusive = no clear call, values can overlap the other calls;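 also: 0% = median of the plate's neutral control wells and 100% = double that signal; a rise in the Bmi1 reporter signal indicates esBAF inhibition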
RAD54 inh: inhibitors of human RAD54 branch migration; RAD54 Holliday junction branch migration, FAM/BHQ fluorescence; inhibition, % at 10.4 µM; 360,000 tested, 0.14% active; Q92698;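 active = mean normalized replicate activity at least 40 and at least half of replicates scoring 40 or more; inconclusive = only one of the two criteria met; inactive = mean below 40 and under half of replicates reaching 40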;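 also: 0% = median of neutral control wells and 100% = median of positive control wells; inhibitors cause a drop in the FAM fluorescence signal; in these data hits start at about 50%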
Target sequence (Q92698 whole entry, looked up): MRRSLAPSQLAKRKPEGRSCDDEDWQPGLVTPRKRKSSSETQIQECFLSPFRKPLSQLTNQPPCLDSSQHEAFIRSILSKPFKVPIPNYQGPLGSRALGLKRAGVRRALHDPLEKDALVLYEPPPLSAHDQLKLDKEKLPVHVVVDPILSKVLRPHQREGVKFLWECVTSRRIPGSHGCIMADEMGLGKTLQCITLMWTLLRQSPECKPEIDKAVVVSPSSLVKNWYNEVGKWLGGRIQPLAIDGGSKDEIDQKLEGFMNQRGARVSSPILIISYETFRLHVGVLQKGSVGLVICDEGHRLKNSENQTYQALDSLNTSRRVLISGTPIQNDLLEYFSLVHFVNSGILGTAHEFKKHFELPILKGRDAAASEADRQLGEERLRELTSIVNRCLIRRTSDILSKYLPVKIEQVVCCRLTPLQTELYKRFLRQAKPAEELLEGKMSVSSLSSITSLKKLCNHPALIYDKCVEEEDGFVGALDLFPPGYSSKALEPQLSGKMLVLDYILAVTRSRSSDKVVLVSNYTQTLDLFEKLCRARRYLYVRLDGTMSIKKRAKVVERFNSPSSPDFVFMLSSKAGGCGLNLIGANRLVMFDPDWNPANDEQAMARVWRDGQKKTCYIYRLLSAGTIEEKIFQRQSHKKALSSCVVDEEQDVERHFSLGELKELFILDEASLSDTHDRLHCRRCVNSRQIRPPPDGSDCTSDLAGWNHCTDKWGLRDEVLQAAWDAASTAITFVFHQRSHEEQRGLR
RAD52 inh: RAD52 (human) annealing inhibition | inhibition, % at 18.7 µM | 360,000 tested, 0.46% active | P43351 | AID 651710 | recombinant RAD52 DNA annealing, FRET fluorescence;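 active = every replicate showing at least 50% inhibition; inconclusive = mean inhibition at least 50% but not in every replicate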
* hit, by the source's call; ? = inconclusive; / = not tested or not shown.

#1 CC(=O)Nc1ccc(OCC(O)Cn2cnc3ccccc32)cc1 (centres undefined)
#2 CC(C)NC(=O)N(C)C[C@@H]1Oc2c(NC(=O)Nc3ccc4c(c3)OCO4)cccc2C(=O)N([C@@H](C)CO)C[C@@H]1C
#3 Cc1cc(NC(=O)CSc2nc3ccccc3n2CC(=O)N2CCCCC2)no1
#4 CCCN1[C@H](C(=O)NCC)[C@@H](CO)[C@@H]2Cn3c(ccc(/C=C/c4ccccc4)c3=O)[C@@H]21
#5 O=C(NCC1COc2ccccc2O1)c1ccc(Cl)c(S(=O)(=O)N2CCOCC2)c1 (centres undefined)
#6 CC(=O)Nc1cccc(-c2cc(NC(C)=O)c3ncc(-c4cccc(C(F)(F)F)c4)n3c2)c1
#7 C[C@H](CO)N1C[C@H](C)[C@H](CN(C)CC2CC2)Oc2ncc(-c3cccc(C(=O)N(C)C)c3)cc2C1=O
#8 O=C(NCc1ccccc1)c1ccc(Cl)cc1[N+](=O)[O-]
assay / compound,1,2,3,4,5,6,7,8
ARNT-TACC3 inh,0,8,0,-7,/,/,-6,3
E-selectin induc,/,-0.3,/,-0.2,/,0.2,/,/
PglD DTNB,6,2,-4,0,/,-4,-2,5
ERp5 block,/,/,-3,-3,-3,4,6,/
Casp6 inh,/,/,-3,-1,7,0,-10,/
esBAF inh,7,24,-13,3,-6,-3,-12,0
RAD54 inh,5,-5,-3,-14,-3,-4,1,-1
RAD52 inh,/,/,-5,-14,-18,-45,-16,/

#9 O=C(C[C@@H]1C[C@@H]2c3cc(NS(=O)(=O)c4ccc(F)cc4)ccc3O[C@@H]2[C@H](CO)O1)NCC(F)(F)F
#10 OC(CSc1c(Cl)cccc1Cl)CN1CCN(c2ccc(F)cc2)CC1 (centres undefined)
#11 O=C(c1ccc(Oc2ccc(C(F)(F)F)cc2[N+](=O)[O-])cc1)N1CCOCC1
#12 Cn1ncc(Cl)c1C(=O)N1CCN(c2ccccc2)CC1
#13 O=C(NCCc1ccccc1)[C@H]1N[C@H]2c3ccc(-c4ccc(F)cc4)c(=O)n3C[C@H]2[C@@H]1CO
#14 CC(=O)Nc1cccc(-c2nnc(-c3ccccc3)o2)c1
#15 O=C(c1ccccc1F)N1CC[C@@H]2[C@H](CO)Nc3ccc(-c4ccccc4)cc3[C@@H]21
#16 Cc1[nH]n(-c2ccccc2)c(=O)c1C=Nc1ccc(S(=O)(=O)Nc2nccs2)cc1
assay / compound,9,10,11,12,13,14,15,16
ARNT-TACC3 inh,3,12,0,-22,-6,0,1,/
E-selectin induc,0.3,/,/,0.0,-0.1,/,0.4,-0.1
PglD DTNB,0,2,/,1,-3,-7,0,/
ERp5 block,-3,/,1,4,-2,/,0,-2
Casp6 inh,-1,/,3,0,1,/,2,1
esBAF inh,0,-3,/,0,-12,?,7,/
RAD54 inh,3,-2,/,0,-4,0,-5,/
RAD52 inh,-13,/,-7,-11,-2,/,-20,-13

#17 CCCC(=O)Nc1cccc(-c2cn3ccsc3n2)c1
#18 C[C@@H]1CN([C@H](C)CO)C(=O)c2cccc(NC(=O)C3CCOCC3)c2O[C@H]1CN(C)C
#19 O=C1CC(=C(c2ccccc2)c2ccccc2)C(=O)N1CCCN1CCN(c2cccc(Cl)c2)CC1
#20 CCCCOc1ccc(NC(=O)CSc2nnnn2C)cc1
#21 CCn1c(/N=C/c2ccccc2O)nc2ccccc21
#22 Cc1ccccc1CS(=O)(=O)Cc1ccc(C(=O)NCC2CCCO2)o1 (centres undefined)
#23 O=C1CC(c2ccccc2)c2cc(O)ccc2O1 (centres undefined)
#24 COc1ccc(N2C(=O)CCC(C(=O)c3ccccc3)=C2C)cc1
assay / compound,17,18,19,20,21,22,23,24
ARNT-TACC3 inh,6,-2,4,-4,8,0,13,-1
E-selectin induc,/,-0.3,/,/,/,/,/,/
PglD DTNB,-2,-6,-4,0,7,/,/,-5
ERp5 block,/,-5,/,/,3,-1,4,1
Casp6 inh,/,1,/,/,0,-1,1,3
esBAF inh,18,-4,-7,1,6,/,8,-1
RAD54 inh,13,-4,4,4,1,/,/,2
RAD52 inh,/,-5,/,/,-14,-10,-13,4

#25 CCCN(Cc1nnc(-c2ccccc2Cl)o1)C(=O)c1oc2ccccc2c1C
#26 COCC(=O)Nc1c(C(=O)N2CCCC2)oc2ccccc12
#27 NNc1nc(-c2ccccc2)cc(-c2ccc(Br)cc2)n1
#28 COCCNC(=O)CSc1nccn1Cc1ccc2c(c1)OCO2
#29 O=C(COC(=O)CCC1CCCCC1)Nc1ccc(OC(F)F)cc1
#30 CC(C)(C)c1ccc(CS(=O)(=O)CC2(O)CCN(C(=O)c3cccc(C(F)(F)F)c3)CC2)cc1
#31 Cc1ccc2nc(C3CCCCC3)c(CC(C)(C)C)n2c1
#32 Cc1cccc(OCCOC(=O)c2c(-c3ccccc3)noc2C)c1
assay / compound,25,26,27,28,29,30,31,32
ARNT-TACC3 inh,-6,3,11,-9,-5,-4,/,/
E-selectin induc,/,/,-0.1,-0.1,/,/,-0.1,/
PglD DTNB,-3,/,3,/,-3,0,-1,-4
ERp5 block,2,-1,0,0,/,/,-1,-6
Casp6 inh,1,-1,-2,1,/,/,0,1
esBAF inh,-4,-11,-4,/,-3,-5,-8,-4
RAD54 inh,1,/,3,/,-3,-7,5,5
RAD52 inh,-5,-4,-13,0,/,/,-18,-18

Arranged by formula weight (largest number first): part of the list above.
#9 O=C(C[C@@H]1C[C@@H]2c3cc(NS(=O)(=O)c4ccc(F)cc4)ccc3O[C@@H]2[C@H](CO)O1)NCC(F)(F)F
#13 O=C(NCCc1ccccc1)[C@H]1N[C@H]2c3ccc(-c4ccc(F)cc4)c(=O)n3C[C@H]2[C@@H]1CO
#11 O=C(c1ccc(Oc2ccc(C(F)(F)F)cc2[N+](=O)[O-])cc1)N1CCOCC1
assay / compound,9,13,11
ARNT-TACC3 inh,3,-6,0
E-selectin induc,0.3,-0.1,/
PglD DTNB,0,-3,/
ERp5 block,-3,-2,1
Casp6 inh,-1,1,3
esBAF inh,0,-12,/
RAD54 inh,3,-4,/
RAD52 inh,-13,-2,-7

Next section
#33 CC(C)NC(=O)N(C)C[C@@H]1OCCCC[C@@H](C)Oc2ccc(NC(=O)C3CCCCC3)cc2C(=O)N([C@H](C)CO)C[C@H]1C
#34 CCCC#Cc1ccc([C@@H]2[C@H]3CN(C(=O)c4ccccn4)CC(=O)N3[C@H]2CO)cc1
#35 CCCOc1ccc(N2C(=O)CC(NCC(=O)OCC)C2=O)cc1 (centres undefined)
#36 O=C(CCC(=O)c1ccc(Br)cc1)Nc1ccc(F)cc1
#37 Cn1c(Cn2c(=O)sc3ccccc32)nnc1SCC(=O)N1CCN(c2ccccc2)CC1
#38 Cc1cc(/C=C2/NC(=O)N(Cc3ccccc3F)C2=O)c(C)n1C
#39 O=C(Cc1ccccn1)N1CC(=O)N2[C@H](CO)[C@H](c3ccc(C#CC4CC4)cc3)[C@H]2C1
#40 COc1ccc2oc(C(=O)Nc3nc(C)cs3)c(C)c2c1
assay / compound,33,34,35,36,37,38,39,40
ARNT-TACC3 inh,-6,/,/,1,/,6,/,8
E-selectin induc,/,-0.3,-1.2,2.7,0.9,/,-0.4,0.3
PglD DTNB,-4,/,-3,6,-6,4,/,-4
ERp5 block,-1,-2,-1,2,-1,0,0,-5
Casp6 inh,2,2,6,1,1,2,-1,-11
esBAF inh,/,/,-2,-1,-6,-6,/,22
RAD54 inh,2,/,-6,-4,-4,-1,/,4
RAD52 inh,-44,-11,11,-15,-5,-12,-49,-16

#41 COc1ccc(CCn2c(=N)c(C(=O)NCc3ccco3)cc3c(=O)n4cccc(C)c4nc32)cc1
#42 CCCCCCCCCCCCN1C(=O)CSC1c1cccnc1 (centres undefined)
#43 O=C(C[C@H]1C[C@H]2c3cc(NS(=O)(=O)c4ccc(F)cc4)ccc3O[C@H]2[C@@H](CO)O1)NCc1ccc(Cl)cc1
#44 C[C@H](NS(=O)(=O)c1ccc(Cl)cc1)C(=O)OCC(=O)NCCc1ccc(S(N)(=O)=O)cc1
#45 Cc1ccc(NC(=O)CSCC(=O)NNC(=O)c2ccoc2C)cc1
#46 Cn1cc(-c2coc3c(C(=O)NCc4cccc(Cl)c4)cccc23)cn1
#47 COc1c(N)c2c(c([N+](=O)[O-])c1OC)C(=O)OC2
#48 COC(=O)CSc1ncnc2c(C)csc12
assay / compound,41,42,43,44,45,46,47,48
ARNT-TACC3 inh,13,-8,3,0,-1,/,18,-14
E-selectin induc,/,0.0,-0.5,/,/,0.0,0.5,-0.1
PglD DTNB,0,1,-1,1,4,2,3,-6
ERp5 block,/,-3,-9,3,0,6,2,5
Casp6 inh,/,4,1,1,0,21,1,-2
esBAF inh,-4,-6,-2,-8,8,-1,4,/
RAD54 inh,30,-4,-18,3,5,2,-1,5
RAD52 inh,/,-8,-4,-2,-12,-8,-20,-2

#49 C[C@@H]1CN([C@@H](C)CO)C(=O)c2cc(NS(=O)(=O)c3cn(C)cn3)ccc2O[C@H]1CN(C)C
#50 COc1ccccc1NC(=O)Nc1nc(CC(=O)Nc2ccc(N(C)C)cc2)cs1
#51 Cc1c2ccncc2cc2c1[nH]c1ccccc12
#52 COC(=O)CC1C(=O)NCCN1C(=O)c1ccc([N+](=O)[O-])cc1 (centres undefined)
#53 O=C(NCc1ccccc1)c1ccc(-c2ccc(F)c(F)c2)c2ccoc12
#54 NC(=O)CC(NC(=O)Cc1ccc(Cl)cc1)c1ccc(NCCOc2ccccc2)c([N+](=O)[O-])c1 (centres undefined)
#55 Cc1ccc(C(=O)Nc2ccc(CN3CCCCC3)cc2)c(C)c1
#56 COc1ccc(-c2cn(C[C@@H](Cc3ccccc3)NC(=O)Nc3ccccc3)nn2)cc1OC
assay / compound,49,50,51,52,53,54,55,56
ARNT-TACC3 inh,33,12,-5,3,/,-3,-25,1
E-selectin induc,11,0.1,3.2,-0.2,-0.1,0.2,/,/
PglD DTNB,0,6,7,3,-1,-7,/,-10
ERp5 block,-4,1,4,4,0,-2,-5,0
Casp6 inh,0,3,-2,-1,-2,2,-4,2
esBAF inh,-1,51*,6,-6,1,-1,/,/
RAD54 inh,3,6,10,-8,3,3,/,7
RAD52 inh,-6,3,21,2,-9,-13,-16,10

#57 Cc1[nH]n(C2=NCCS2)c(=O)c1N=Nc1ccccc1
#58 COCC(=O)N1C[C@H](C)[C@H](OC)CN(C)C(=O)c2cc(NC(=O)c3cc(C)on3)ccc2OC[C@@H]1C
#59 CCc1cc2cc(C(=O)Nc3ccccc3F)sc2s1
#60 Cc1cc(C(=O)NCc2cc(C)n(C)n2)sc1-c1ccccc1
#61 Fc1cc(Cl)ccc1NC1=NCCCCC1
#62 CCOc1ccc(NCc2nnc(SCc3ccc(Cl)cc3)n2-c2ccccc2)cc1
#63 COc1ccc(CCNc2oc(-c3ccccc3OC)nc2C#N)cc1OC
#64 COc1ccc(CCNC(=O)CN(Cc2ccc(Cl)cc2)S(C)(=O)=O)cc1
#65 CC(C)c1ccc(NC(=O)[C@H](Cc2c[nH]c3ccccc23)NC(=O)[C@@H]2Cc3ccccc3CN2)cc1
assay / compound,57,58,59,60,61,62,63,64,65
ARNT-TACC3 inh,-1,-2,2,1,-5,16,15,-1,4
E-selectin induc,-0.2,0.0,/,/,-0.2,/,/,/,/
PglD DTNB,/,1,5,-3,-11,-4,1,-6,-2
ERp5 block,3,1,/,/,2,/,/,-2,5
Casp6 inh,4,0,/,/,-14,/,/,1,-4
esBAF inh,/,-4,18,18,-4,1,-4,-8,17
RAD54 inh,/,2,-13,3,-14,-1,-4,14,-4
RAD52 inh,-29,0,/,/,-10,/,/,-6,-23

Screening results from PubChem.
